# High-throughput results as filed in PubChem BioAssay.
# CHO parental Ca – counter-screen for OX1R antagonists: effect in parental CHO cells; parental CHO-K1, ATP-induced calcium, Fluo-8 fluorescence; 330,000 tested, 0.63% active; inhibition, % at 5.6 µM; AID 463079;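 active = inhibition above that plate's mean sample inhibition plus 3 SD, cut at about 26% in these data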;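 note: 0% = ATP-challenged DMSO wells and 100% = DMSO wells without ATP; some compounds past the cut are filed as inactive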
#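 Material: parental CHO cells / Compound: single nominal dose of 5.6 µM per compound / Signal: Fluo-8 fluorescence / Replicates: singlicate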
# CHRM1 agonist – activates human CHRM1 receptor | 360,000 tested, 0.33% active | activation, % at 3 µM | CHO-K1 hM1, Fluo-8 calcium fluorescence, agonist mode; 0% DMSO, 100% acetylcholine EC100 | P11229;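 active = activation above the run's mean compound activation plus 3 SD, cut at about 16% in these data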;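 note: peak over basal fluorescence ratio within a 140 s kinetic read after compound addition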
# Target sequence (P11229 whole entry, looked up): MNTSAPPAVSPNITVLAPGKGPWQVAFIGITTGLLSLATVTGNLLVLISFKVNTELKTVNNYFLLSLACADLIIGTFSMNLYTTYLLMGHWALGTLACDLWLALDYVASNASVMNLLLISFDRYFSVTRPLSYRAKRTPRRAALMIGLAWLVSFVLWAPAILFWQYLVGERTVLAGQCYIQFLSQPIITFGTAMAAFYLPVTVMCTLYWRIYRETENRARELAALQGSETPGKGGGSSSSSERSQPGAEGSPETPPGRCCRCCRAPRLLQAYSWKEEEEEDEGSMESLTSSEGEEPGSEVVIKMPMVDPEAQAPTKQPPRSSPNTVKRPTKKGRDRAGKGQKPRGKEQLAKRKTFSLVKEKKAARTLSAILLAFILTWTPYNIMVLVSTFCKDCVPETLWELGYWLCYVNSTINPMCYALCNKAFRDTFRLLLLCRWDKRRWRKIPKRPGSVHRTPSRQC
# M1 PAM – human CHRM1 positive allosteric modulation; CHO-K1 hM1, Fluo-8 calcium fluorescence, ACh EC20; 0% = ACh EC20, 100% = maximal ACh; 360,000 tested, 0.088% active; P11229; activation, % at 3 µM; AID 588819; in the data active = activation above about 19%, passing the limit was not always enough
# CHRM1 antagonist – antagonists of human M1 muscarinic receptor | P11229 | CHO-K1 hM1, Fluo-8 calcium fluorescence, ACh EC80 antagonist | inhibition, % at 3 µM | 360,000 tested, 1.3% active;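 active = percent inhibition above its own plate's cutoff, namely the mean of that plate's compound wells plus 3 SD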;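 note: peak over basal fluorescence ratio during 140 s after agonist addition; 0% = ACh EC80 plus DMSO and 100% = DMSO alone without agonist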
# M1 ag parental – counter-screen for M1 agonists: effect in parental CHO-K1 cells; AID 602248; Fluo-8 calcium fluorescence; scaled to maximal ATP response, vehicle zero; activation, % at 3 µM; 360,000 tested, 0.48% active; in the data active = activation above about 15%;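 note: untransfected CHO-K1 host cells lacking M1 receptor as counterscreen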
# TAAR1 antag – antagonists of human TAAR1; Q96RJ0; CHO RD-HGA16 TAAR1, Fluo-8 calcium fluorescence, antagonist; inhibition, % at 3 µM; 360,000 tested, 1.5% active; AID 624466;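 active = inhibition above a per-plate cutoff, the mean inhibition of test compounds on that plate plus 3 SD, cut at about 49% in these data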;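 note: 0% = DMSO plus EC80 beta-PEA response and 100% = DMSO alone without agonist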
# Target sequence (Q96RJ0 whole entry, looked up): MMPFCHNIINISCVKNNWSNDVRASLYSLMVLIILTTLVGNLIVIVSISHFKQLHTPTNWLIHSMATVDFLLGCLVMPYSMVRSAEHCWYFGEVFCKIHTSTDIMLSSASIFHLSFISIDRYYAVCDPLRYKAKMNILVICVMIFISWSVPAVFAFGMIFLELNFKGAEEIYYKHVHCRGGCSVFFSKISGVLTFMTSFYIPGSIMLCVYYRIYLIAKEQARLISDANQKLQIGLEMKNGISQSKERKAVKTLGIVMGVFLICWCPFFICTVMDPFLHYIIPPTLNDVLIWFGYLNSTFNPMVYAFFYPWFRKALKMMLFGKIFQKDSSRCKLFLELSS
#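 Test system: hTAAR1-expressing CHO RD-HGA16 cells, Gα16-coupled; Probe or stimulus: EC80 β-phenethylamine stimulus; Compound dosing: single nominal final test compound concentration of 3 µM; Timing: 140 s kinetic read after compound, 140 s after agonist; Signal: Fluo-8 calcium-sensitive fluorescence; Measure: % inhibition of agonist calcium response; Controls: DMSO and EC80 PEA controls.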
# CHO-K1 Ca antag – M1 antagonist counterscreen hit in parental CHO-K1 cells | ATP-induced calcium, Fluo-8 fluorescence | inhibition, % at 3 µM | 360,000 tested, 0.6% active | AID 602250;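 active = inhibition above a per-plate cutoff, the plate's mean sample inhibition plus 3 SD, cut at about 24% in these data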;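 note: 0% = DMSO plus EC80 ATP and 100% = DMSO alone without ATP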
# CHO-K1 Ca PAM – M1 PAM counterscreen hit in parental CHO-K1 cells; ATP EC20, Fluo-8 calcium fluorescence; 0% at ATP EC20, 100% at ATP max; activation, % at 3 µM; 360,000 tested, 0.02% active; AID 602247;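 active = activation above the run cutoff, the mean activation of all test compounds plus 3 SD, cut at about 40% in these data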;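 note: peak over basal fluorescence ratio in a 140 s read after ATP addition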
# TAAR1 ag – agonists of human TAAR1 | 360,000 tested, 0.99% active | CHO RD-HGA16 TAAR1, Fluo-8 calcium fluorescence; vehicle wells 0%, saturating PEA agonist 100% | Q96RJ0 | activation, % at 3 µM;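 active = activation above the mean activation of all test compounds in the run plus 3 SD, cut at about 38% in these data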
#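 test system = CHO RD-HGA16 cells carrying human TAAR1 plus Gα16 | schedule = 17-24 h seeding, 75 min 37 °C dye, 30 min RT | compound dosing = 3 µM single concentration | control set = DMSO and PEA EC100 | replicates = n 1 | signal = Fluo-8 fluorescence, 5 s baseline then 140 s kinetic read | measure = percent activation vs PEA EC100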
# * marks the source's active call; other numbers are inactive results; x = no result given.
SMILES,CHO parental Ca,CHRM1 agonist,M1 PAM,CHRM1 antagonist,M1 ag parental,TAAR1 antag,CHO-K1 Ca antag,CHO-K1 Ca PAM,TAAR1 ag
COc1cccc(C(C#N)N2CCOCC2)c1 (stereo unspecified),4,-3,4,2,-0.2,-16,-4,12,-2
CC1=CCC2C(=O)N(c3nc(C)cc(C)n3)C(=O)C2C1 (stereo unspecified),10,-2,2,1,-0.2,7,-2,-2,1
CCOCCCNC(=O)c1ccccc1Br,-7,-1,-2,9,-0.1,-10,1,-5,2
COc1cc(OC)cc(C(=O)N[C@H](C(=O)Nc2nc3c(s2)CCCC3)C(C)C)c1,-19,-10,7,-11,0.0,-19,1,10,11
CC1(C(=O)NS(=O)(=O)c2cccc(OC(F)F)c2)CCN1C(=O)COc1ccc(Cl)cc1 (stereo unspecified),x,-2,10,-15,-0.4,1,-5,2,2
COc1ccccc1OCCNC(=O)C1CC(=O)N(c2ccc3c(c2)OCCO3)C1 (stereo unspecified),1,-3,3,-4,1.4,-5,-1,11,-1
CCc1ccc(N(CC(=O)NC2CCCCC2)S(=O)(=O)c2c(C)noc2C)cc1,-7,-1,4,-1,1.2,-19,-7,18,1
O=C(c1ccc(C#Cc2ccccc2)o1)N1CCN(c2ccccn2)CC1,-31,4,-4,1,0.8,38,4,-6,7
CCN1CCN(C(=O)c2ccc(CS(=O)(=O)Cc3ccccc3F)o2)CC1,-7,-8,-2,3,0.4,-8,2,3,17
CC1C(=O)C(C)C(c2cc(Br)ccc2O)NC1c1cc(Br)ccc1O (stereo unspecified),x,1,-2,2,-0.2,-16,-5,-7,-1
CCNC(=O)NC(=O)COC(=O)CNC(=O)COc1ccccc1,-5,0,5,-2,0.8,-1,-3,12,6
COc1ccc(OS(=O)(=O)c2ccc(N3C(=O)CCC3=O)cc2)cc1,-2,0,2,-6,6.2,3,-17,1,3
Cc1ccc(Nc2nc(CSc3nnc(-c4ccccc4C)n3C)cs2)cc1,-26,-12,6,-10,1.6,-13,-15,30,5
COC(=O)C1(C)NCCc2c1[nH]c1ccccc21 (stereo unspecified),-10,-2,4,-7,0.3,0,0,20,2
C=CC[C@@H](CC(=O)N[C@H](CO)Cc1ccccc1)C(=O)N[C@H](COC(=O)[C@@H](CC=C)CC(=O)OC(C)(C)C)Cc1c[nH]c2ccccc12,61*,1,10,2,1.0,65*,-5,5,22
O=C(C1CCN(C2CC(=O)N(c3cccc(Cl)c3)C2=O)CC1)N1CCCCCC1 (stereo unspecified),-9,-3,14,-24,0.6,1,-16,20,7
Cc1cccc(-c2cccc(NC(=O)C3CCCN(Cc4cccnc4)C3)c2)c1 (stereo unspecified),x,4,8,-17,1.1,2,-2,4,11
CC(=O)Nc1cc(-c2cccnc2)cn2c(-c3cccc(C(F)(F)F)c3)cnc12,x,-6,-3,0,0.8,4,-5,0,-1
CCCCCCCC1CC(CSc2ncn[nH]2)OC1=O (stereo unspecified),-7,-2,4,-22,0.6,-7,-3,16,19
CC(C)N(C(=O)CS(=O)(=O)c1ccc(Cl)c(Cl)c1)C(C)C,-9,-13,9,-2,1.3,3,2,11,0
O=c1c2cc3c(cc2[nH]c(=S)n1C1CCN(Cc2ccccc2)CC1)OCO3,-4,-9,-10,12,-0.1,1,2,6,0
C=CCNC(=O)c1cccc(NS(=O)(=O)c2ccc(Cl)cc2)c1,-11,-1,2,-5,0.4,-4,5,-19,10
COc1ccc(/C=C/c2nc3sc4c(c3c(=O)o2)CCC4)cc1,-10,-1,9,-16,0.3,7,-12,19,0
CCc1nc(C)cn1S(=O)(=O)c1cc(OC)c(C)cc1C,-28,-1,6,-12,0.0,17,-7,8,6
Cc1cccc(NC(=S)/N=C(\N)Nc2nc(C)c3ccccc3n2)c1,-8,-7,-4,0,0.6,-18,-8,9,0
COC(=O)c1ccc(CN2CCc3ccc(NC(=O)c4ccncc4)cc3C2)cc1,-10,4,-12,22,5.8,0,-7,1,4
O=C(CC1SC(=O)N(Cc2ccccc2)C1=O)Nc1nccs1 (stereo unspecified),-14,3,1,-4,0.6,-25,-17,13,3
COC(=O)c1c(C)[nH]c(C)c1-c1ccccc1,-6,-4,8,-4,-0.3,-9,1,-6,10
Cc1ccc(-c2cc(C(=O)Nc3cccnc3)[nH]n2)c(O)c1C,-5,3,3,-9,5.6,17,-3,17,14
CCN1CCN(C(=O)c2ccc(COc3cccc(Cl)c3)o2)CC1,-3,-14,-23,14,2.1,-2,-22,14,14
COc1ccc(OC)c(NC(=O)c2cc(-c3cc(C)ccc3O)n[nH]2)c1,x,-3,5,-9,3.8,29,-11,-2,6
Nc1c(C(=O)O)cnn1-c1ccccc1,0,-10,10,-3,1.0,2,-6,32,8
COc1ccc(N=Cc2c(O)n(-c3cccc(C)n3)c(=O)c3ccccc23)c(OC)c1,-18,1,12,-13,0.4,-10,-3,10,0
Cc1ccc(S(=O)(=O)c2c(C)nn(C(C)(C)C)c2OC(=O)CC(C)C)cc1,31*,2,3,-9,1.8,-36,-6,17,0
C/C(=N\NC(=O)c1ccc(N2CCCC2=O)cc1)c1ccc(O)cc1O,-11,0,8,-2,0.6,-9,1,-6,0
CCCCN(CCCNC(=O)c1c(C)cc(=O)oc1C)c1ccccc1,-16,-7,-3,-1,2.1,11,-3,17,14
O=C(CNc1ccccc1)N/N=C/c1c(O)ccc2ccccc12,-20,-2,3,-8,2.7,1,-15,2,8
CCN(CC)C(=O)CSc1nc2sc3c(c2c(=O)n1CCCOC)CCC3,-5,-6,1,-12,0.8,2,5,-11,0
COc1ccc(CN(C)C(=O)C2CCN(C(=O)Nc3ccccc3)CC2)cc1,6,0,-7,19,0.8,-29,26*,-27,2
COc1ccc(N2CCN(C3CCCN(S(=O)(=O)c4ccccc4)C3)CC2)cc1 (stereo unspecified),-7,-2,13,-12,1.7,-14,-8,-1,0
COC(=O)c1cccnc1NC(=S)NNC(=O)c1ccncc1,-3,-5,11,-8,0.6,0,-12,22,7
O=c1cc(-c2ccsc2)oc2ccc(-c3ccc4cc[nH]c4c3)cc12,4,-2,0,4,-0.1,44,8,-2,14
O=S(=O)(c1cc(Cl)ccc1Cl)n1cccn1,-11,-7,6,-3,0.3,-2,-17,13,1
CCOC(=O)C(CC(=O)O)N1CCCCC1 (stereo unspecified),-4,-2,4,2,0.2,6,-13,20,6
COc1cc(C(=O)Nc2c(C(=O)O)[nH]c3ccccc23)cc(OC)c1OC,x,-1,5,-2,-0.1,-16,-8,-7,1
CCN(CC)CCNC(=O)c1ccc(NC(=O)C2CCN(S(=O)(=O)c3ccc4c(c3)OCCO4)CC2)cc1,-19,-7,0,2,0.0,-27,-13,3,2
Cc1cccc(C(=O)N2CCC(Cc3ccccc3)CC2)c1[N+](=O)[O-],-13,-8,9,-6,2.9,4,-1,16,2
COc1ccc(N2CCN(C(=O)c3ccc(CS(=O)c4cccc(Cl)c4)o3)CC2)cc1 (stereo unspecified),x,-1,2,-5,2.7,14,-6,10,5
Brc1ccc(-c2nnc(-c3ccco3)o2)cc1,-13,-4,7,-12,0.2,2,-8,20,-5
CCOC(=O)c1ccc(NC(=O)c2c(N)n(C)c(=O)[nH]c2=O)cc1,-7,-3,-3,2,0.5,3,-7,4,6
# (next part)
SMILES,CHO parental Ca,CHRM1 agonist,M1 PAM,CHRM1 antagonist,M1 ag parental,TAAR1 antag,CHO-K1 Ca antag,CHO-K1 Ca PAM,TAAR1 ag
O=S(=O)(Nc1ccc(-c2nc3ccccc3o2)cc1)c1ccccc1,-11,-3,-2,-5,0.2,-3,-3,-1,17
N#CC1=C(SCc2ccccc2)NC(=O)C(C#N)C12CCCC2 (stereo unspecified),-5,3,6,-14,-0.1,-7,-3,12,13
O=C(CNS(=O)(=O)c1ccccc1Br)OCC(=O)N1CCc2ccccc21,-20,-4,9,-12,1.5,-1,1,17,11
CCC[C@H]1CN(Cc2cccnc2)C(=O)[C@@H]1CC(=O)Nc1ccc(Br)cc1,x,-4,11,-13,2.1,-14,-16,18,0
COc1ccccc1CN1CC(C(=O)N2CCN(c3ccc(F)cc3)CC2)CC1=O (stereo unspecified),-5,-3,7,-13,1.1,3,-19,10,6

# Reformatted as tab-separated lines: 12 of the compounds above.
compound	CHO parental Ca	CHRM1 agonist	M1 PAM	CHRM1 antagonist	M1 ag parental	TAAR1 antag	CHO-K1 Ca antag	CHO-K1 Ca PAM	TAAR1 ag
COC(=O)c1cccnc1NC(=S)NNC(=O)c1ccncc1	-3	-5	11	-8	0.6	0	-12	22	7
O=c1cc(-c2ccsc2)oc2ccc(-c3ccc4cc[nH]c4c3)cc12	4	-2	0	4	-0.1	44	8	-2	14
O=S(=O)(c1cc(Cl)ccc1Cl)n1cccn1	-11	-7	6	-3	0.3	-2	-17	13	1
CCOC(=O)C(CC(=O)O)N1CCCCC1 (stereo unspecified)	-4	-2	4	2	0.2	6	-13	20	6
COc1cc(C(=O)Nc2c(C(=O)O)[nH]c3ccccc23)cc(OC)c1OC	x	-1	5	-2	-0.1	-16	-8	-7	1
CCN(CC)CCNC(=O)c1ccc(NC(=O)C2CCN(S(=O)(=O)c3ccc4c(c3)OCCO4)CC2)cc1	-19	-7	0	2	0.0	-27	-13	3	2
Cc1cccc(C(=O)N2CCC(Cc3ccccc3)CC2)c1[N+](=O)[O-]	-13	-8	9	-6	2.9	4	-1	16	2
COc1ccc(N2CCN(C(=O)c3ccc(CS(=O)c4cccc(Cl)c4)o3)CC2)cc1 (stereo unspecified)	x	-1	2	-5	2.7	14	-6	10	5
Brc1ccc(-c2nnc(-c3ccco3)o2)cc1	-13	-4	7	-12	0.2	2	-8	20	-5
CCOC(=O)c1ccc(NC(=O)c2c(N)n(C)c(=O)[nH]c2=O)cc1	-7	-3	-3	2	0.5	3	-7	4	6
O=S(=O)(Nc1ccc(-c2nc3ccccc3o2)cc1)c1ccccc1	-11	-3	-2	-5	0.2	-3	-3	-1	17
N#CC1=C(SCc2ccccc2)NC(=O)C(C#N)C12CCCC2 (stereo unspecified)	-5	3	6	-14	-0.1	-7	-3	12	13
